Screens as filed in PubChem.
G6PDH CS: L. mesenteroides G6PDH inhibitors, counter-screen for G6PDH-coupled screening assays, biochemical, Leuconostoc mesenteroides enzyme. Purified L. mesenteroides G6PDH, diaphorase/resazurin coupled fluorescence, 45 min. inhibition, % at 5 µM. glucose-6-phosphate dehydrogenase [Leuconostoc mesenteroides]. 200,000 compounds, 0.12% hits; in the data active = inhibition above about 50%
ROMK mod: ROMK potassium channel modulators, primary screen, cell-based, thallium flux, MLSMR library. Tet-inducible ROMK, thallium flux fluorescence; actives lie on both sides. B-score at 10 µM. 130,000 compounds, 2% hits;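 active = signal ratio slope over the read window, or its plate-corrected B-score, at least 3 SD from the plate mean, either direction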;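 also: B-score of the F/F0 ratio slope over 7 to 12 s after thallium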
PPARg SRC3 recr: PPARgamma agonists recruiting SRC-3 coactivator, primary screen, biochemical; Peroxisome proliferator-activated receptor gamma (Homo sapiens), P37231; biochemical PPARgamma/SRC-3 coactivator recruitment assay; activation, % at 8 µM; 200,000 compounds, 0.26% hits; in the data active = activation above about 23%;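 also: 0% = DMSO and 100% = reference agonist; some compounds past the cut are filed as inactive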
Target sequence (P37231 whole entry, looked up): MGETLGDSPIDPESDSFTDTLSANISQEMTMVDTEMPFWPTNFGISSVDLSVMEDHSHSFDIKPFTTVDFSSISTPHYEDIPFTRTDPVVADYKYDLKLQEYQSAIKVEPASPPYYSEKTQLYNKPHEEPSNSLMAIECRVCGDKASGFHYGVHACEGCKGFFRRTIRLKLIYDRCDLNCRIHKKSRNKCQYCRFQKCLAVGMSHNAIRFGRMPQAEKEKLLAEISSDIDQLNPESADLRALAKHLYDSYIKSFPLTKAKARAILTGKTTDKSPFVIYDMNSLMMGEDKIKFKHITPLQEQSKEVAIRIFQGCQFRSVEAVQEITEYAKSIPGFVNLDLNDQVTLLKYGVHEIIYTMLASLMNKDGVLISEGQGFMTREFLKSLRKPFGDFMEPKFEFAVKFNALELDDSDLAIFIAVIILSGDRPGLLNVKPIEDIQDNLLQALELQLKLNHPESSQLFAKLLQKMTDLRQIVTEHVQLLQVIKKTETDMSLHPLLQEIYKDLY
PPARg SRC-2 ag: agonists of PPARg-SRC-2 recruitment, primary screen, biochemical, HTS. PPARgamma LBD-SRC-2 recruitment. activation, % at 8 µM. 200,000 compounds, 0.34% hits. AID 1032, 2008; in the data active = activation above about 22%;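 also: 0% = vehicle and 100% = reference agonist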
PMI act: activators of human PMI, primary screen, biochemical, fluorescence intensity, near-Km mannose 6-phosphate; purified human PMI, coupled resazurin fluorescence, 20 min; stronger effect = higher value; 1 = vehicle control, 0 substrate-free wells; activation factor at 20 µM; 190,000 compounds, 0.005% hits; AID 1214, 2008;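 active = activation factor of 2 or more at 20 µM, relative to plate controls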
Target sequence (P34949 whole entry, looked up): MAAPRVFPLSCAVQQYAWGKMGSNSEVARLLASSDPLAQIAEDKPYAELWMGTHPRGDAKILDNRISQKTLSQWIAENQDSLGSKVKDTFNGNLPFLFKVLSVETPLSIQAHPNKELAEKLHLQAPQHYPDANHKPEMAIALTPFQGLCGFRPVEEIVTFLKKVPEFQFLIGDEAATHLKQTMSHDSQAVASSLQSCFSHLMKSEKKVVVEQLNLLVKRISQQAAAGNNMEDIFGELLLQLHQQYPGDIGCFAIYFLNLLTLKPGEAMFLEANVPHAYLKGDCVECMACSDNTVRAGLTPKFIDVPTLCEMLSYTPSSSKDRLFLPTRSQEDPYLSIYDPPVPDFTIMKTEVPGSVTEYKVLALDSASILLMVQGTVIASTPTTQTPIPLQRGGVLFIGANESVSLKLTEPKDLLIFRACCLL
S1P3 antagonist: S1P3 receptor antagonists, primary screen, cell-based; Sphingosine 1-phosphate receptor 3 (Homo sapiens), Q99500; 170,000 compounds, 0.27% hits; CHO S1P3 NFAT-BLA reporter, FRET fluorescence, antagonist mode; inhibition, % at 4.98 µM;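 active = inhibition above the plate cutoff, the mean inhibition of test wells on that plate plus 3 SD, cut at about 28% in these data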;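 also: cells challenged with S1P at its EC80 of 0.8 µM; blue over green emission ratio from cleaved BLA substrate after 4 h stimulation; 0% = S1P-stimulated wells and 100% = unstimulated DMSO-only wells; some compounds past the cut are filed as inactive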
Diaphorase inh: diaphorase inhibitors and chemical oxidizers, primary screen, counter-screen for diaphorase-coupled primary assays, biochemical, uHTS, resorufin fluorescence | diaphorase resazurin-to-resorufin fluorescence, NADH, 16 min; bacterial (C. kluyveri) enzyme, not human | inhibition, % at 20 µM | 190,000 compounds, 0.69% hits | AID 1217, 2008;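 active = primary screen inhibition at 20 µM above a set limit, cut at about 50% in these data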;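 also: plate controls were DMSO with full reaction for no effect and wells lacking NADH for full effect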
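material = Clostridium kluyveri diaphorase enzyme | amount = 0.14 U/mL diaphorase, enzyme working solution | schedule = incubation 16 min, room temperature | detection = fluorescence of resorufin formed from resazurin, Ex 544/Em 590 nm | benchmarks = positive control minus NADH, DMSO neutral control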
TR-FRET SRC-2 ct: TR-FRET signal artefacts, primary screen, artefact control for PPARgamma SRC-2 agonist project, biochemical; TR-FRET ratio at 8 µM; TR-FRET artefact counter-screen; stronger effect = higher value; AID 1049, 2008; 200,000 compounds, 0.4% hits; in the data active = TR-FRET ratio above about 2000; also: inactives centre near 1500
Diaphorase act: compounds boosting diaphorase resazurin reduction – biochemical, uHTS, resorufin fluorescence, counter-screen for diaphorase-coupled primary assays, primary screen | Diaphorase/resazurin coupled assay, 16 min; stronger effect = higher value; 1 = vehicle wells, 0 = NADH-free wells | activation factor at 20 µM | 190,000 compounds, 0.005% hits | AID 1229, 2008;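 active = diaphorase activity raised at least twofold by the compound at 20 µM; inactive = activation factor below 2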
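Material: Purified diaphorase enzyme from Clostridium kluyveri | Buffer or medium: 50 mM HEPES pH 7.4 with 4.542 mM MgCl2, 0.005% Tween 20 | Times: 16 min enzyme reaction, ambient temperature | Signal: Red resorufin fluorescence at 544/590 nm excitation/emission | Measure: Increased resorufin signal from activators or reducing compounds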
PMI act hi M6P: human PMI activators, high substrate, primary screen, biochemical, fluorescence intensity, near-saturating mannose 6-phosphate; coupled PMI enzyme assay, resazurin fluorescence, 20 min; stronger effect = higher value; 1 = untreated enzyme, 0 = substrate-free blank; 190,000 compounds, 0.34% hits; Mannose-6-phosphate isomerase (Homo sapiens), P34949; AID 1216, 2008; activation factor at 20 µM;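 active = activation factor of 2 or more at 20 µM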
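Technique: Diaphorase-driven resazurin-to-resorufin fluorescence, excitation 544, emission 590 nm | Assay system: Human PMI in coupled enzyme assay | Times: Enzyme reaction with compound 20 min at room temperature | Medium: HEPES-buffered pH 7.4 with magnesium and detergent | Reagent: Mannose-6-phosphate 1.0 mM (near-saturating) plus 0.22 mM NADP+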
PPARg SRC1 recr: PPARgamma agonists recruiting SRC-1 coactivator, primary screen, biochemical; PPARgamma-SRC-1 coactivator recruitment biochemical assay; activation, % at 8 µM; Peroxisome proliferator-activated receptor gamma (Homo sapiens), P37231; 200,000 compounds, 0.41% hits; in the data active = activation above about 19%;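 also: 0% = DMSO and 100% = reference agonist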
* = called active by the depositor; . = no result given.

| Molecule | G6PDH CS | ROMK mod | PPARg SRC3 recr | PPARg SRC-2 ag | PMI act | S1P3 antagonist | Diaphorase inh | TR-FRET SRC-2 ct | Diaphorase act | PMI act hi M6P | PPARg SRC1 recr |
| --- | --- | --- | --- | --- | --- | --- | --- | --- | --- | --- | --- |
| Cc1c(=O)n(OCc2cccc(F)c2)c2ccccc2[n+]1[O-] | -4 | . | 6 | -7 | 1 | . | 6 | 1430 | 0.9 | 1 | 1 |
| COc1ccc(CC(=O)Nc2cc(S(=O)(=O)N3CCCCC3)ccc2C)cc1OC | 3 | -1.3 | 4 | -3 | 0.9 | 15 | 8 | 1436 | 0.9 | 1 | 6 |
| CC(=O)N1CCN(CC(=O)Nc2ccc(C)c(S(=O)(=O)N(C)C)c2)CC1 | 8 | -0.64 | -2 | 6 | 1 | -17 | 18 | 1628 | 0.8 | 1 | -1 |
| O=C1CC(c2cccs2)c2cc3c(cc2N1)OCCO3 (stereo not given) | -23 | . | -7 | 3 | 1 | -19 | 18 | 1530 | 0.8 | 0.9 | 1 |
| c1ccc(CSc2nnnn2-c2ccc3c(c2)OCCO3)nc1 | 3 | . | -1 | -1 | 0.9 | 3 | 28 | 1653 | 0.7 | 0.9 | -4 |
| Cc1ccnc2nc(C(=O)Nc3nnc(-c4ccc(Cl)cc4)o3)nn12 | 3 | 0.25 | 2 | 1 | 1.2 | -13 | 6 | 1573 | 0.9 | 1.1 | 6 |
| CC(O)c1cc2c(cc1NC(=O)c1cnn3c1NC(c1ccco1)CC3C(F)(F)F)OCO2 (stereo not given) | 0 | . | -2 | 6 | 0.9 | -26 | 16 | 1681 | 0.8 | 0.9 | -1 |
| O=C(Cn1ccc2ccccc2c1=O)N1CCN(c2cccc(Cl)c2)CC1 | -7 | . | -2 | 6 | 1 | 0 | 9 | 1578 | 0.9 | 1 | 9 |
| COC(=O)c1sccc1NC(=O)/C=C/c1c(Cl)cccc1Cl | 2 | 0.063 | 1 | 8 | 1 | . | 14 | 1701 | 0.9 | 1 | 6 |
| C=CCN1C(c2ccc(OCC)cc2)=CS/C1=C(\C#N)c1nnc2n1CCCCC2 | -38 | . | 3 | 7 | 1.1 | -12 | 4 | 1601 | 1 | 1.3 | 12 |
| O=C(O)CCC(=O)N1CCCC1 | 1 | 0.1 | -4 | -9 | 1 | -13 | 12 | 1343 | 0.9 | 1 | -5 |
| CN(C)C(=O)/C(=C\c1ccc(-c2cccc([N+](=O)[O-])c2)o1)NC(=O)c1ccccc1 | -4 | 0.044 | 2 | 3 | 1 | 1 | 20 | 1374 | 0.8 | 1 | -8 |
| COc1ccc(CC(=O)NCc2n[nH]c(=S)n2-c2ccccc2)cc1 | 10 | -0.32 | -1 | 4 | 1 | -31 | 4 | 1491 | 1 | 1 | 6 |
| CCOC(=O)CNC(=O)CSc1nnc(-c2cccc(OC)c2)n1CC | 5 | -0.58 | 4 | 3 | 1 | -28 | 17 | 1631 | 0.8 | 0.9 | 1 |
| CCCOC(=O)c1ccc(NC(=O)C(=O)NCCN(CC)CC)cc1 | 20 | 0.012 | -2 | 2 | 0.9 | -8 | 4 | 1490 | 1 | 0.9 | 0 |
| Cc1ccc(-c2nnc(/C=C/c3ccccc3)o2)cc1 | 4 | 0.5 | 6 | -2 | 0.8 | -5 | 14 | 1595 | 0.9 | 0.9 | -1 |
| O=C1CCN(C(=O)Nc2ccccc2Cl)N1 | 6 | . | -4 | 4 | 1.4 | . | -1 | 1430 | 1 | 2.2* | -3 |
| O=C(O)c1ccc2c(c1)C(=O)N(NC(=O)c1ccc(O)cc1)C2=O | 14 | -0.031 | 0 | 5 | 1.1 | 7 | 8 | 1612 | 0.9 | 1.1 | 7 |
| CC(C)CCSc1nnc(Cn2c(=O)sc3ccccc32)n1C | -1 | . | 6 | -1 | 1 | 16 | 6 | 1656 | 0.9 | 1 | 2 |
| Cn1c(C(=O)N2CCN(C3CCCCC3)CC2)cc2c(=O)n(C)c3ccccc3c21 | 2 | . | -1 | 4 | 1 | -17 | 8 | 1539 | 0.9 | 1 | -8 |
| CCN1CCC(CNCc2cn(-c3ccc(OC)cc3)nc2-c2ccccc2Cl)C1 (stereo not given) | 15 | -3.2 | -4 | -1 | 1 | 9 | -48 | 1412 | 1.5 | 1 | 4 |
| CC(=O)Nc1sc(C)c(C)c1CN1CCN(Cc2ccccc2)CC1 | 2 | -2 | 6 | 6 | 1 | 0 | 10 | 1736 | 0.9 | 0.9 | 8 |
| O=C(NC1CCCCC1)c1ccccc1NC(=S)NC(=O)C1CC1 | 2 | 1.3 | 3 | -4 | 1 | -6 | 15 | 1502 | 0.9 | 1 | -7 |
| CN1CCC(OC(=O)c2ccco2)CC1 | 2 | 0.38 | 2 | -4 | 1 | 11 | 10 | 1660 | 0.9 | 1 | -1 |
| COc1ccccc1N1CCN(S(=O)(=O)c2ccc3c4c(cccc24)C(=O)N3)CC1 | 4 | -0.21 | 2 | 0 | 0.9 | 7 | 30 | 1607 | 0.7 | 0.8 | 3 |
| CCO/N=C(/C)c1c(O)cc(-c2ccccc2)n(-c2ccccc2)c1=O | 8 | 1.3 | 0 | -3 | 1 | 3 | 7 | 1580 | 0.9 | 0.9 | -7 |
| Clc1ccc(-c2n[nH]c3c2CCC3)cc1Cl | 2 | . | -10 | -3 | 0.8 | . | 30 | 1401 | 0.7 | 0.8 | 6 |
| O=C(Nc1ccc(-c2nc3ccccc3o2)cc1)c1ccc(N2CCOCC2)c([N+](=O)[O-])c1 | -2 | . | -3 | -1 | 1 | . | 6 | 1663 | 0.9 | 1 | 6 |
| CCC1(C(=O)O)NC(c2cccc(OC)c2O)C2C(=O)N(c3ccccc3)C(=O)C21 (stereo not given) | 12 | . | 1 | -1 | 1.1 | -5 | 0 | 1587 | 1 | 1 | -4 |
| COC(=O)Cn1c(CN2CCc3ccccc3C2)nc2c1c(=O)n(C)c(=O)n2C | 13 | . | . | . | 0.9 | 10 | 15 | . | 0.8 | 0.9 | . |
| COc1ccc(N=C2CCS(=O)(=O)c3sccc32)cc1 | 14 | -0.25 | 6 | 6 | 0.9 | -22 | -6 | 1482 | 1.1 | 0.6 | 1 |
| OC(COc1ccc(C2C=CCC2)cc1)CN1CCCCC1 (stereo not given) | 3 | -0.92 | -19 | -9 | 1.1 | -27 | -32 | 1388 | 1.3 | 1 | -2 |
| COc1ccc(-c2cc(C(F)(F)F)c(C#N)c(SCC(=O)O)n2)cc1 | -7 | 0.027 | -4 | 3 | 1 | 4 | 7 | 1550 | 0.9 | 1 | 7 |
| COc1ccc(C(=O)Nc2ccccc2C(=O)NCCN2CCOCC2)cc1 | 2 | -0.022 | 16 | 4 | 0.9 | 3 | 0 | 1901 | 1 | 1 | -2 |
| COc1ccc(NC(=O)N(Cc2cc3cc(OC)c(OC)cc3[nH]c2=O)CC2CCCO2)cc1 (stereo not given) | 14 | 1.2 | -4 | 4 | 0.9 | -1 | 0 | 1706 | 1 | 1 | 1 |
| CCS(=O)(=O)c1ccc(O)c(NC(=O)COc2ccccc2)c1 | 8 | . | 0 | 3 | 1 | . | 10 | 1533 | 0.9 | 1 | 8 |
| Cc1cc(C)n(CCc2nc(-c3cccs3)cs2)n1 | -3 | . | 0 | 1 | 1.3 | -14 | 12 | 1576 | 0.9 | 1.2 | 5 |
| COc1ccccc1NS(=O)(=O)c1cccc(C(=O)NN=C2CCCC2)c1 | 8 | 0.0021 | 3 | 12 | 0.9 | 16 | 9 | 1777 | 0.9 | 0.9 | 11 |
| CC(NC(=O)C1C(=O)N(CCO)C2(C)CC1c1ccccc1O2)c1ccccc1 (stereo not given) | -1 | . | 7 | -3 | 1 | -40 | 3 | 1500 | 1 | 1 | -3 |
| CC(=O)Nc1ccc(S(=O)(=O)N2CCC(NC(=O)c3ccco3)CC2)cc1 | 15 | . | 0 | 3 | 0.9 | -13 | 18 | 1638 | 0.8 | 0.8 | 8 |
| O=C(COc1ccc2ccc(=O)oc2c1)Nc1ccc2c(c1)OCCO2 | . | 0.28 | 2 | 1 | . | 10 | . | 1614 | . | . | 2 |
| S=c1[nH]nc(-c2ccncc2)n1/N=C/C=C/c1ccco1 | 8 | -0.37 | 7 | 2 | 1.4 | -8 | 71* | 1473 | 0.3 | 1.2 | -2 |
| COc1ccc(/C=C/C(=O)c2cc(F)ccc2OC(=O)c2ccccc2C)cc1OC | -1 | . | 5 | 12 | 0.9 | 23 | 20 | 1512 | 0.8 | 0.9 | 7 |
| COc1ccc(S(=O)(=O)Nc2ccccn2)cc1OC | -6 | 0.41 | 0 | 5 | 1 | -17 | -2 | 1605 | 1 | 1 | 6 |
| COC(=O)C1CCN(C(=O)c2cc3ccccc3oc2=O)CC1 | 2 | . | 6 | 4 | 1 | . | 11 | 1509 | 0.9 | 1 | 1 |
| O=C(Nc1cccnc1)c1cccc(-c2cc3ccccc3oc2=O)c1 | 22 | 0.94 | -3 | -6 | 1 | -9 | 2 | 1506 | 1 | 1 | 2 |
| COc1ccc(Cn2c(=S)[nH]c3ccccc32)cc1 | -6 | -0.01 | 1 | 3 | 1 | -2 | 7 | 1325 | 0.9 | 1 | 3 |

Taken from above.
CCOC(=O)CNC(=O)CSc1nnc(-c2cccc(OC)c2)n1CC in PMI act → 1
O=C1CCN(C(=O)Nc2ccccc2Cl)N1 in PPARg SRC1 recr → -3
CC(=O)Nc1ccc(S(=O)(=O)N2CCC(NC(=O)c3ccco3)CC2)cc1 in PPARg SRC-2 ag → 3
